sEH inhibitor: soluble epoxide hydrolase (human) inhibition; P34913; recombinant human sEH enzymatic activity assay; inhibition, % at 2 µM; hit rate 0.34% among 91,000; in the data active = inhibition above about 80%; note: values of inactives mirror those of a sister screen read the other way; many of its hits are not listed in these tables
Target sequence (P34913 whole entry, looked up): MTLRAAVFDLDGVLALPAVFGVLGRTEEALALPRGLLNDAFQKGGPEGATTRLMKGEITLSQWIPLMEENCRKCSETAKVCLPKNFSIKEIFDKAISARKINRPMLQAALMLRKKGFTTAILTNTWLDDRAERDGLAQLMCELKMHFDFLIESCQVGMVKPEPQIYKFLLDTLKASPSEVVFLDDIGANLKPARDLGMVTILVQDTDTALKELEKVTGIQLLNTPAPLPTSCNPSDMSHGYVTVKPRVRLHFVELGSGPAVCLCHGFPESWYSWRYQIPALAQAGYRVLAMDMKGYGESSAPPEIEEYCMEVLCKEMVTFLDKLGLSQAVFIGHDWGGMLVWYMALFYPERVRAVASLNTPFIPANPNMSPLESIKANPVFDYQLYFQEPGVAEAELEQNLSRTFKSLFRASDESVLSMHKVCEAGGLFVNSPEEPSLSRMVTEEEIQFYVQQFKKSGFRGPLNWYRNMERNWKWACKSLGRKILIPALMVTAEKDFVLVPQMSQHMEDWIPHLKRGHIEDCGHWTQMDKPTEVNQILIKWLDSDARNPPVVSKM
Ecoli WT expand: blocks growth of wild type E. coli BW25113 | OD600 absorbance | growth inhibition, % at 100 µM | hit rate 0.15% among 98,000;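 active = growth inhibition above about 50% at one test dose, limit read from the data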;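 note: growth measured after 20 h incubation at 37 °C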
hDAT+cocaine: modulates human dopamine transporter uptake under cocaine; Q01959; LLC-PK1 hDAT cells, [14C]-dopamine uptake with cocaine IC80; actives deviate in either direction; B-score at 10 µM; hit rate 1.3% among 110,000;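 active = Z score or B-score, a plate-position-corrected score, falls beyond the plate's 99.7% confidence bounds, in either direction; inactive = both scores lie inside the 99.7% bounds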;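 note: scored against the spread of the other compound wells on the same plate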
VCAM1 TNFa inh: reduces TNF alpha induced VCAM1 expression in HUVEC | AID 802 | inhibition, % at 2 µM | HUVEC TNFa-induced VCAM-1 immunofluorescence, high-content imaging | hit rate 0.48% among 95,000;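 active = inhibition above the batch mean plus 3 SD, with images confirmed as a hit by eye, cut at about 37% in these data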;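 note: 0% = TNF-stimulated DMSO wells and 100% = unstimulated control wells; not every result past the cut was called active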
PLK1 kinase inh: PLK1 (human) kinase inhibition. P53350. recombinant PLK1 kinase, TR-FRET peptide phosphorylation. inhibition, % at 10 µM. hit rate 0.53% among 97,000;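 active = inhibition of 50% or more in the single-concentration screen; inactive = inhibition below 50%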;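 note: 0% = DMSO max control and 100% = H-89 dihydrochloride min control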
PLK1 PBD inh: blocks phosphopeptide binding to human Plk1 polo box domain; P53350; AID 693; hit rate 0.13% among 97,000; inhibition, %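 (tested at about 20 µM)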; Plk1 PBD phosphopeptide binding, fluorescence polarization; in the data active = inhibition above about 34%, passing the limit was not always enough
HUVEC tox TNFa: HUVEC cytotoxicity counter-screen, TNF alpha stimulated; cell count reduction, % at 2 µM; hit rate 0.17% among 93,000; AID 848; HUVEC TNFalpha-stimulated, Hoechst cell count, imaging;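 active = cell count reduction exceeding the screen mean by over 5 SD, scaled to untreated wells per plate, cut at about 78% in these data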;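 note: cells counted after 24 h of TNF alpha exposure following the 1 h pretreatment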
F-actin modifier: alters cytoskeleton assembly in HUVEC cells; HUVEC TNFa F-actin phalloidin imaging, high content; inhibition, % at 2 µM; hit rate 0.18% among 91,000; AID 836;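 active = inhibition above the batch mean plus 3 SD and confirmed as a hit by visual image inspection, cut at about 30% in these data, passing the limit was not always enough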; note: strong numbers were not always called active
IL1B cytotox: toxic to HUVEC cells under IL-1B stimulation. HUVEC cell count loss, Hoechst imaging, IL-1B stimulated. cell count reduction, % at 2 µM. hit rate 0.41% among 94,000;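 active = cell count reduction more than 3 SD above the screen-wide mean, cut at about 70% in these data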;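 note: normalized per plate to untreated control cells as the no-loss baseline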
* hit, by the source's call; / = no result given.

Every second line gives: IL1B cytotox	Ecoli WT expand	VCAM1 TNFa inh	PLK1 kinase inh	PLK1 PBD inh	hDAT+cocaine	F-actin modifier	HUVEC tox TNFa	sEH inhibitor
Cc1ccc(NC(=O)c2ccc(CNS(=O)(=O)c3cccc(C(F)(F)F)c3)cc2)cc1
 : 7.3	-6.0	8.7	-6.0	-12.9	0.0472	-16.3	4.7	17.2
COCC(C)n1c(SCC(=O)NC(=O)Nc2ccc3c(c2)OCCO3)nc2ccccc2c1=O (stereo unspecified)
 : 15.5	-7.0	-13.0	4.3	-32.7	1.1	6.1	-24.1	-5.6
COCCNC(=O)c1onc(CSc2ccc(C(C)C)cc2)c1C(=O)O
 : -7.1	-13.0	8.7	-20.9	-8.4	-0.975	9.9	-10.3	-1.5
CC(C)CCNC(=O)Cn1c(=O)oc2cc(S(=O)(=O)N3CC(C)CC(C)C3)ccc21 (stereo unspecified)
 : -11.6	0.0	11.1	-17.2	-16.6	1.06	-7.4	-7.9	13.4
Cc1cccc(-n2c(CNC(=O)COc3ccccc3)nnc2SCC(=O)Nc2nccs2)c1
 : 0.4	2.0	-2.2	-10.4	12.8	0.612	-32.0	7.4	-9.1
CCN(CC)S(=O)(=O)c1cc(-c2nnc(-c3ccc(Br)cc3)o2)ccc1Cl
 : -9.4	-5.0	37.1	3.9	-1.8	0.265	1.0	45.1	2.7
COc1ccc(-c2c3c(nc4sc(C(=O)Nc5cc(C)on5)c(N)c24)CCC3)cc1
 : -26.6	-7.0	-34.0	-11.3	-4.9	0.534	8.7	-44.2	-4.2
CCCCN(CC)S(=O)(=O)c1ccccc1
 : 1.7	8.0	6.6	-14.5	-21.0	-0.253	-0.8	-20.4	-10.6
CCN(C(=O)c1cc2cc(OC)ccc2oc1=O)c1ccccc1
 : 12.8	0.0	8.9	-13.3	0.5	-0.169	-1.8	-4.1	-17.1
O=C(CSc1ccc2nnc(-c3ccc(F)cc3)n2n1)NCc1ccco1
 : -12.7	/	7.9	-0.5	-16.9	-0.804	-0.8	5.6	-10.2
Cn1c(Oc2ccc(Cl)c3cccnc23)nc2c1c(=O)n(Cc1ccccc1Cl)c(=O)n2C
 : 17.8	-1.0	-16.8	-2.4	-1.5	/	9.4	-5.3	-0.2
Cc1nn(-c2ccccc2)c(C)c1C(=O)OCC(=O)N1CCN(S(=O)(=O)c2ccccc2)CC1
 : 28.0	-9.0	18.9	-1.2	-27.4	-0.0107	-19.1	-10.3	-1.0
O=c1c2cnn(-c3ccc(F)cc3)c2ncn1Cc1ccccc1
 : 12.7	/	-1.6	-9.9	7.6	0.195	-0.3	-6.0	7.5
Cc1nnsc1NC(=O)OCc1ccc(C(F)(F)F)cc1
 : 14.1	0.0	8.0	-6.7	-5.5	0.28	13.1	-12.1	-8.2
Cc1nc2c(n1O)CCC/C2=N\O
 : 7.9	4.0	12.6	3.4	5.1	-0.418	22.6	-29.5	9.4
Cc1cc(NS(=O)(=O)c2ccc(NC(=O)COc3ccccc3C(C)C)cc2)no1
 : -27.1	-2.0	15.9	-12.6	14.0	-0.507	1.1	-25.6	9.5
CCOc1nnc(C)c2c(C)n(-c3cccc(Cl)c3)nc12
 : -16.1	7.0	-13.9	-18.4	-35.0	0.187	9.4	4.0	2.0
CCOc1ccc(NC2=NCCC(=O)N2Cc2cccs2)cc1
 : -16.5	6.0	-2.3	-8.3	-2.4	0.116	-5.3	-35.1	-6.4
CC1Cc2ccccc2N1S(=O)(=O)c1cccc(C(=O)NCCCO)c1 (stereo unspecified)
 : 18.2	1.0	17.0	-3.9	-16.6	0.728	-9.0	-22.1	8.2
O=C(N/N=C/c1ccncc1)c1cc([N+](=O)[O-])cc([N+](=O)[O-])c1O
 : -75.3	-6.0	0.1	8.5	-25.3	/	12.4	-21.1	9.1

Taken from above:
VCAM1 TNFa inh result of Cc1nc2c(n1O)CCC/C2=N\O stands at 12.6
sEH inhibitor result of Cc1ccc(NC(=O)c2ccc(CNS(=O)(=O)c3cccc(C(F)(F)F)c3)cc2)cc1 stands at 17.2
IL1B cytotox result of CCOc1ccc(NC2=NCCC(=O)N2Cc2cccs2)cc1 stands at -16.5

Following part
Every second line gives: IL1B cytotox	Ecoli WT expand	VCAM1 TNFa inh	PLK1 kinase inh	PLK1 PBD inh	hDAT+cocaine	F-actin modifier	HUVEC tox TNFa	sEH inhibitor
Cc1ccc(S(=O)(=O)Nc2cc(C(C)C)c(O)cc2C)cc1
 : /	5.0	-5.0	-3.2	-0.9	0.325	15.7	-12.1	-4.6
COc1ccc(Cl)cc1N1CCN(CCNC(=O)Nc2ccccc2C)CC1
 : -0.8	5.0	12.5	-10.7	-21.9	/	-1.8	-9.5	17.3
CC(C)C(=O)N(Cc1cc2ccccc2[nH]c1=O)C(C)(C)C
 : -10.8	0.0	-4.4	-8.1	-29.2	-0.681	-20.6	-7.1	-0.8
CC1(C)CC(=O)C(CCCN2C(=O)c3ccccc3C2=O)C(=O)C1
 : -3.6	4.0	11.4	-5.0	1.9	0.568	41.7	-34.3	-9.8
O=C(OCCN1CCOCC1)c1ccc2c(c1)OCCO2
 : 14.3	3.0	3.2	1.9	-3.4	-0.925	15.0	-24.0	-4.2
CC(C)c1cc(C(N)=O)c(NC(=O)c2cccc(COc3ccc(Cl)cc3)c2)s1
 : -13.7	-24.0	3.7	-10.6	11.6	/	-33.7	8.1	-1.2
CC1CCN(CCc2nc3cc(NC(=O)NC4CCCCC4)ccc3n2C)CC1
 : -29.1	5.0	6.1	-5.2	-11.3	-1.61	-6.7	-15.7	57.2
Cc1nnc(SCc2cc(=O)n3[nH]cnc3n2)s1
 : 34.0	-7.0	-2.0	-6.4	4.8	-0.835	10.8	-21.3	-2.9
COC(=O)c1nn(-c2ccccc2)c(Sc2ccccc2)c1/C=N/O
 : -100.0	-1.0	3.3	-7.5	12.7	-0.493	-11.6	-43.1	-0.2
O=C1NC(=O)/C(=C\c2ccccc2Oc2ccc(F)c(F)c2)S1
 : 25.6	-22.0	0.0	-7.2	14.4	-0.0257	-4.4	-15.7	11.4
CCOC(=O)c1[nH]nc2c1C(=O)N(Cc1ccccc1)C2=O
 : 5.1	-9.0	-2.0	-0.1	2.9	0.0268	38.0	-5.0	-4.9
CCCC(C(=O)N1CCOCC1)N1C(=O)C2C3C=CC(C3)C2C1=O (stereo unspecified)
 : 5.8	-1.0	6.3	-2.3	12.4	-0.635	26.0	-12.8	/
CCOC(=O)c1c(NC(=S)Nc2ccccc2)sc2c1CCN(CCc1ccccc1)C2
 : -4.8	-5.0	1.2	-15.6	-68.8	/	-6.1	-1.0	9.5
C/C(O)=C(/C#N)c1nc2ccccc2[nH]1
 : -14.1	-12.0	-24.7	-5.9	32.7	-1.6	0.3	9.4	-17.0
CC1=C(C(N)=O)C(c2cccnc2)n2nc(SCc3ccccc3Cl)nc2N1 (stereo unspecified)
 : 6.0	/	8.9	-13.9	8.6	-0.14	-5.5	5.0	-5.4
COc1ccc(OCc2nc(N)nc(Nc3ccc(C)cc3)n2)cc1
 : 3.0	-1.0	3.1	-2.8	2.6	-0.0496	30.8	7.0	0.9
C[n+]1c2n(c3ccccc31)N=C(c1ccc(Cl)cc1)CS2
 : 2.0	35.0	0.1	-4.1	-29.0	0.011	5.0	-1.1	-0.7
CCOC(=O)c1cc2c(=O)n3cccc(C)c3nc2n(CC2CCCO2)c1=NC(C)=O (stereo unspecified)
 : -0.3	/	-2.1	-9.4	-0.3	1.5	-25.9	-18.6	4.9
CCC(C)(C)n1nnnc1C(c1ccccn1)N1CCCCC1 (stereo unspecified)
 : 38.4	/	-15.6	-6.5	2.2	-0.873	-1.9	-5.5	3.4
COc1cc2c(cc1OC)/C(=C/C(=O)N1CCOCC1)NC(C)(C)C2
 : 17.9	1.0	7.3	-24.7	-6.4	0.165	23.7	-18.3	-5.0
COC(=O)COc1ccc(S(=O)(=O)Nc2ccc(C(N)=O)cc2)cc1Cl
 : -20.0	1.0	9.8	-13.4	0.1	-0.387	2.2	15.2	4.4
C=CCNC(=O)c1ccccc1NC(=O)c1ccccc1C
 : -14.8	/	17.5	-11.4	-0.6	-0.438	7.8	-23.9	-9.6
N=C1C(c2nc3ccccc3[nH]2)=C(O)CN1c1ccc(CC(=O)O)cc1
 : 17.5	-5.0	15.5	10.1	-7.1	-0.834	1.2	2.3	10.7
O=S(=O)(Nc1cccc2cn[nH]c12)c1ccc(F)cc1
 : -47.9	6.0	18.4	-8.5	-20.8	-0.0208	-0.3	-7.6	2.4
CCOc1ccccc1-c1nc(-c2cc3ccc(C)cc3[nH]c2=O)no1
 : -51.8	-14.0	-13.8	-2.6	-17.1	0.888	-1.9	-2.8	4.0
N#C/C=C1\n2c(nc3ccccc32)OC12CCCCC2
 : 22.9	0.0	4.2	-2.8	4.0	0.524	1.4	-22.7	0.7
O=C(NCCSCc1ccco1)Nc1cccc(Cl)c1
 : -11.0	25.0	-8.9	-10.6	3.3	-0.656	0.3	2.6	80.5*
N#Cc1c(NC(=O)CSc2ncnc3sccc23)oc(-c2ccco2)c1-c1ccco1
 : -5.5	-9.0	16.2	77.1*	-4.0	0.552	5.6	-3.0	3.7
CN1CCN(C(=O)c2cc3sccc3n2CC(=O)c2ccccc2)CC1
 : -21.2	6.0	-13.4	-6.9	12.5	0.892	15.1	-10.1	9.5
COc1ccccc1Oc1c(C)oc2cc(OC(=O)c3ccco3)ccc2c1=O
 : -7.4	-6.0	2.5	0.6	7.5	0.0726	-5.5	-15.2	-6.6
O=C(NCC1CCCO1)c1onc(CSc2ccc(F)cc2)c1C(=O)O (stereo unspecified)
 : 3.2	-7.0	-10.4	-1.6	-5.9	-0.234	29.9	-6.5	-0.6
O=C(COc1ccc(Cl)cc1Cl)NCCSc1ccc(Cl)cc1
 : -2.0	-7.0	0.9	4.8	-4.4	0.2	4.4	-20.9	11.5
CCOC(=O)Cc1csc(NC(NC(=O)CC)(C(F)(F)F)C(F)(F)F)n1
 : 4.7	0.0	3.8	-5.8	2.0	0.00345	10.0	-28.2	-18.6
O=C(CSCC(=O)N1CCN(c2ccccc2)CC1)Nc1nc(-c2ccc(Cl)s2)cs1
 : -6.7	-1.0	8.0	-9.3	1.3	-0.419	13.0	-20.5	-12.5
Cc1ccc2oc(=O)c3cnn(CC(=O)N(CCN(C)C)Cc4ccco4)c3c2c1
 : -10.4	4.0	1.7	6.2	-7.3	-0.241	-6.4	-4.6	5.7
CCOC(=O)C1=C(C)OC(N)=C(C#N)C1c1cc(F)ccc1F (stereo unspecified)
 : -8.1	-5.0	5.8	10.2	-33.0	0.0721	/	-33.1	9.8
CCN(CC)c1nc(C)nc2c1cnn2CCc1ccccc1
 : -1.6	11.0	-13.0	-12.1	7.2	1.04	-13.5	18.7	-10.2
CCOC(=O)c1cc(C)sc1NC(=O)CCC(=O)O
 : 1.3	-4.0	40.0	-4.0	11.0	0.0512	-16.8	11.4	8.7
O=C1C=C(NCc2ccc(Cl)cc2)CC(c2ccco2)C1 (stereo unspecified)
 : 11.0	-1.0	0.7	-14.6	-8.4	0.277	-0.1	-12.0	-2.8
CCSc1nnc(NC(=O)C(C)C)s1
 : /	3.0	/	71.3*	7.2	1.08	/	/	/
COc1ccc(Nc2oc(COc3cccc(C)c3)nc2C#N)cc1
 : -32.6	-3.0	18.0	-10.2	1.4	-0.453	1.8	-6.3	5.2
COc1ccc(-c2cc(C(F)(F)F)nc(SCC(=O)NCc3cccs3)n2)cc1
 : -0.3	0.0	-0.3	-12.6	-22.2	-0.754	-3.6	-15.0	16.9
CC(C)Cc1[nH]c(=O)c(C#N)c2c1CCCC2
 : 33.0	1.0	-9.7	-3.8	-3.1	0.0196	-0.2	-4.9	-9.3
